From PubChem
hIAP inh – blocks human intestinal alkaline phosphatase; P09923; purified IAP, CDP-Star luminescence, 30 min; inhibition, % at 10 µM; 330,000 compounds, 0.12% hits; AID 2544;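 active = inhibition reaching a set limit with compound at 10 µM in the primary screen, cut at about 35% in these data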;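 note: plate controls were DMSO wells with enzyme for no effect and no-enzyme buffer wells for full effect; values of inactives mirror those of a sister screen read the other way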
Target sequence (P09923 whole entry, looked up): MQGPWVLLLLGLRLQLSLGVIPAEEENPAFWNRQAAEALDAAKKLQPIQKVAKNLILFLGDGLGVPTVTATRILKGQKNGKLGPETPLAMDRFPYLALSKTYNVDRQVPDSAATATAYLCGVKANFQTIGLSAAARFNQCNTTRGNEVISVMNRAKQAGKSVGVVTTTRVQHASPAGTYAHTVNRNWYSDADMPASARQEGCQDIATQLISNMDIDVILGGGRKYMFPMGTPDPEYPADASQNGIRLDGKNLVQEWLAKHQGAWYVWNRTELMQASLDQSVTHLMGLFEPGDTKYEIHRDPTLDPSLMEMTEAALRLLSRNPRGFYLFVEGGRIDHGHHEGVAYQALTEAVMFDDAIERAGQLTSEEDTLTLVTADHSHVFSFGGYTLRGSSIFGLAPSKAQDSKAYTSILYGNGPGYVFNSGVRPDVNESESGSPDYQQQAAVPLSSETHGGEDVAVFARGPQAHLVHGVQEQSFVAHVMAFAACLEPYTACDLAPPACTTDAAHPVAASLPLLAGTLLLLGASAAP
TIM10 inh – inhibits growth of TIM10 yeast strain; S. cerevisiae TIM10 strain growth, BacTiter-Glo luminescence, 24 h; inhibition, % at 10 µM; 330,000 compounds, 1.4% hits;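 active = inhibition of 40% or more at the single tested concentration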;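 note: wild-type TIM10 isogenic control strain grown at permissive 25 °C; 0% = DMSO yeast wells and 100% = minimal medium wells without yeast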
ATG4B inhibitor – inhibitors of human ATG4B cysteine protease | Q9Y4P1 | ATG4B cleavage of LC3-PLA2, NBD-HPC fluorescence, 1 h | inhibition, % at 8.33 µM | 340,000 compounds, 0.51% hits | AID 504462; in the data active = inhibition above about 40%
Target sequence (Q9Y4P1 whole entry, looked up): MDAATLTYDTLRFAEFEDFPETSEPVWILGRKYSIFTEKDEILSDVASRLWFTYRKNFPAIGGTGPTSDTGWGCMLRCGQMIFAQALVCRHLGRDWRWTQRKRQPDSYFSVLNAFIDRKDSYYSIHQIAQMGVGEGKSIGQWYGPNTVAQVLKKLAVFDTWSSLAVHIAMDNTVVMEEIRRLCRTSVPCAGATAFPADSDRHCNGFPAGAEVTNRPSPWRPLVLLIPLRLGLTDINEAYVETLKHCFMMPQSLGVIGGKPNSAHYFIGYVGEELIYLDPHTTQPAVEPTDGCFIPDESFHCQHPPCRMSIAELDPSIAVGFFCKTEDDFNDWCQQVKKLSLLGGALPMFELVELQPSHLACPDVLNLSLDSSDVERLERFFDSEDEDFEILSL
Apaf1 inhib – human Apaf-1 inhibition. inhibition, % at 20 µM. 330,000 compounds, 0.71% hits. reconstituted apoptosome caspase-3 activity, DEVD-Rh110 fluorescence; active = inhibition of at least 40% at 20 µM;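 note: plate controls were DMSO wells for no effect and DEVD-CHO caspase inhibitor wells for full effect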
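Assay system: Apoptosome proteins | Medium: pH 7.5 Hepes buffer with CHAPS, BSA, DTT | Also added: Cytochrome c and DEVD-Rh110 substrate | Times: 30 min plus 50 min, RT | Detection: Rhodamine 110 fluorescence at Ex 480/Em 540 nm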
mIAP activ – mouse IAP activation | muIAP, CDP-Star luminescence, 30 min; stronger effect = higher value; 1 = vehicle-only enzyme signal, 0 = enzyme-free wells | activation factor at 10 µM | 330,000 compounds, 0.24% hits;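 active = activation factor of at least 2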; note: the source names both 10 and 20 µM as test concentration; values of inactives mirror those of a sister screen read the other way
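Assay system: mouse IAP enzyme; reagent: chemiluminescent substrate CDP-Star; dosing: test compounds delivered from DMSO solution; schedule: 30 min at room temperature; measured by: luminescence from enzymatic CDP-Star hydrolysis; controls: DMSO-only wells and no-enzyme negative control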
NLRP3 yeast inh – blocks the NALP3 inflammasome reconstituted in yeast; 330,000 compounds, 0.39% hits; AID 2825; inhibition, % at 10 µM; Yeast reconstituted NLRP3/ASC/caspase-1, beta-gal luminescence, 24 h;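 active = inhibition of 50% or more; inactive = inhibition below 50%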;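 note: plate controls were induced DMSO wells for no effect and uninduced yeast grown without galactose for full effect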
mIAP block – blocks mouse intestinal alkaline phosphatase; purified mouse IAP, CDP-Star luminescence, 30 min; inhibition, % at 10 µM; 330,000 compounds, 0.2% hits; AID 2806;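 active = inhibition of at least 40% at 10 µM in the primary screen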;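 note: plate controls were DMSO with enzyme for no effect and no enzyme wells for full effect; values of inactives mirror those of a sister screen read the other way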
tim10-1 inh – growth inhibitors of tim10-1 mutant yeast. AID 463190. S. cerevisiae tim10-1 ts strain growth, BacTiter-Glo, 24 h. 330,000 compounds, 2.2% hits. inhibition, % at 20 µM;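 active = inhibition of at least 40%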;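 note: mutant grown at 25 °C; 0% = DMSO wells with yeast and 100% = wells holding no yeast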
hIAP activ – increases human intestinal alkaline phosphatase activity. P09923. purified human IAP, CDP-Star luminescence, 30 min; stronger effect = higher value; 1 = vehicle-only enzyme, 0 = enzyme-free background. activation factor at 10 µM. 330,000 compounds, 0.16% hits. AID 2524;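 active = activation factor of the enzyme at least 2-fold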; note: the source names both 10 and 20 µM as test concentration; values of inactives mirror those of a sister screen read the other way
An asterisk follows results filed as active.

SMILES	hIAP inh	TIM10 inh	ATG4B inhibitor	Apaf1 inhib	mIAP activ	NLRP3 yeast inh	mIAP block	tim10-1 inh	hIAP activ
CC1(C)N=C(SCC(=O)Nc2ccc(Cl)cc2)C(c2ccc(Cl)cc2)=N1	-14.0	34.5	-16.9	25.8	0.929	40.0	7.1	30.4	1.14
c1ccc(C(c2c[nH]c3ccccc23)c2c[nH]c3ccccc23)nc1	-14.1	22.7	2.7	8.7	1.17	2.6	-16.6	29.8	1.14
CC(Nc1nc(-c2ccncc2)nc2ccccc12)c1ccccc1 (stereo not given)	2.8	-30.5	-15.7	11.5	0.912	18.0	8.8	17.5	0.972
O=C(O)c1ccc2c(c1)C(=O)N(Cc1ccc3c(c1)OCO3)C2=O	17.9	0.5	21.0	-7.6	0.961	-8.3	3.9	5.2	0.821
CCN1CCN(S(=O)(=O)c2ccc3c(c2)OCCO3)CC1	2.7	5.0	-7.9	-0.5	0.916	-7.6	8.4	13.4	0.973
CSc1cccc(NC(=O)C(=O)NCc2ccccc2)c1	-13.6	14.3	2.0	-25.7	1.01	0.6	-1.1	6.2	1.14
O=C(O)C1CCCCC1C(=O)Nc1nc(-c2ccc(Cl)s2)cs1 (stereo not given)	-10.8	12.8	1.3	22.6	0.757	-22.8	24.3	26.5	1.11
CCn1c(SCC(=O)c2ccc(C)cc2)nnc1-c1ccoc1C	4.6	14.5	-8.2	-3.7	1.03	14.0	-3.5	21.2	0.954
O=C(/C=C/c1ccco1)Nc1ccc2c(c1)OCCO2	6.0	-10.8	-5.7	-8.9	0.959	-4.7	4.1	-26.6	0.94
Cc1oc(-c2ccccc2)nc1C(=O)OCC(=O)NCc1ccc(Cl)cc1	-9.2	14.4	8.2	26.9	1.08	22.9	-7.7	26.7	1.09
O=C1OCC(CO)(CO)N=C1NNc1cc(Cl)ccc1Cl	5.5	6.5	-1.5	-15.5	1.03	9.3	-3.5	17.1	0.945
Cc1cc(C)c(S(=O)(=O)N2CCN(C(=O)N3CCCCC3)CC2)c(C)c1	14.1	17.9	-3.9	5.4	0.968	30.9	3.2	32.8	0.859
COc1cccc(C2(CSc3nnc(-c4cc(OC)c(OC)c(OC)c4)o3)OCCO2)c1	-8.8	-1.9	3.8	7.5	1.06	15.8	-5.8	30.5	1.09
C(=C\c1ccc2ccccc2n1)/c1ccccc1	-8.0	-2.0	-4.9	9.9	1.01	36.2	-0.7	-7.5	1.08
CCOC(=O)N1CCN(c2ncnc3scc(-c4ccc(Cl)cc4)c23)CC1	-10.5	32.0	-2.5	28.7	1.02	17.5	-2.0	45.8*	1.1
COc1cccc(NC(=S)N(CCN(C)C)C(C)c2ccncc2)c1 (stereo not given)	0.0	10.2	3.1	-6.9	0.946	0.7	5.4	-1.3	1
COc1ccccc1NC(=O)c1cc(C(=O)Nc2ccccc2OC)n(C)n1	14.1	19.7	-4.9	12.2	0.985	3.7	1.5	10.3	0.859
NS(=O)(=O)c1ccc(Sc2ccc3c(c2)CCC3)nc1	-1.3	-6.3	-9.5	10.2	1.01	-5.9	-0.8	11.6	1.01
CCOC(=O)[C@H]1[C@H]2COc3ccc(Br)cc3[C@@H]2N2C(=O)CN(Cc3ccc(Cl)cc3)C(=O)[C@@]12C	0.1	22.8	-3.9	27.6	0.972	-1.2	2.8	25.7	0.999
O=C(CCC1CCCCC1)NNC(=O)NC12CC3CC(CC(C3)C1)C2	0.3	15.9	26.1	39.0	1.18	6.8	-18.2	37.6	0.997
Cc1cccc(NC(=O)C(C)Oc2ccc(C)nc2[N+](=O)[O-])c1 (stereo not given)	-18.9	10.1	-9.5	2.3	1.03	23.4	-3.3	-0.5	1.19
O=C1CCCN1Cc1ncnn1-c1ccccc1	5.6	-3.9	-10.3	-5.5	0.952	9.1	4.8	-11.0	0.944
COc1ccc(CCNCC(=O)Nc2c(C)cc(C)cc2C)cc1OC	-26.3	12.6	-1.6	-1.2	0.961	16.8	3.9	-5.7	1.26
COc1cc(NC(=O)C/C(C)=N/NC(=O)C(=O)NCCO)c(OC)cc1Cl	0.1	5.6	-8.7	-16.0	0.997	11.2	0.3	11.8	0.999
CS(=O)(=O)N(CC(=O)N1CCN(c2ccccc2)CC1)c1ccc(Cl)c(C(F)(F)F)c1	-3.1	2.3	-3.3	9.8	0.985	7.2	1.5	19.0	1.03
Cc1ccc(N2C(=O)[C@@H]3C(c4cccnc4)=NO[C@@H]3C2=O)c(C)c1	-2.3	0.0	-3.0	-9.5	0.906	21.4	9.4	-4.2	1.02
Cc1cccc(-c2nc(CS(=O)CC(=O)NCC3CCCO3)c(C)o2)c1 (stereo not given)	5.3	-9.2	-12.0	-3.3	0.929	13.7	7.1	-3.7	0.947
Nc1ccc2nc3n(c(=O)c2c1)CCC3	-14.5	1.9	12.0	12.5	1.09	20.1	-9.3	18.4	1.15
O=C(/C=C/c1ccccc1)N/C(=C/c1ccccc1)C(=O)N1CCCCC1	-50.8	13.4	-6.0	0.1	0.972	15.9	2.8	26.4	1.51
O=C(NCc1ccc2c(c1)OCO2)c1cccs1	-5.3	0.8	11.3	-8.1	0.996	18.5	0.4	-4.3	1.05

Already shown: entries from further up.
SMILES	hIAP inh	TIM10 inh	ATG4B inhibitor	Apaf1 inhib	mIAP activ	NLRP3 yeast inh	mIAP block	tim10-1 inh	hIAP activ
COc1ccccc1NC(=O)c1cc(C(=O)Nc2ccccc2OC)n(C)n1	14.1	19.7	-4.9	12.2	0.985	3.7	1.5	10.3	0.859
NS(=O)(=O)c1ccc(Sc2ccc3c(c2)CCC3)nc1	-1.3	-6.3	-9.5	10.2	1.01	-5.9	-0.8	11.6	1.01
CCOC(=O)[C@H]1[C@H]2COc3ccc(Br)cc3[C@@H]2N2C(=O)CN(Cc3ccc(Cl)cc3)C(=O)[C@@]12C	0.1	22.8	-3.9	27.6	0.972	-1.2	2.8	25.7	0.999
O=C(CCC1CCCCC1)NNC(=O)NC12CC3CC(CC(C3)C1)C2	0.3	15.9	26.1	39.0	1.18	6.8	-18.2	37.6	0.997
Cc1cccc(NC(=O)C(C)Oc2ccc(C)nc2[N+](=O)[O-])c1 (stereo not given)	-18.9	10.1	-9.5	2.3	1.03	23.4	-3.3	-0.5	1.19
O=C1CCCN1Cc1ncnn1-c1ccccc1	5.6	-3.9	-10.3	-5.5	0.952	9.1	4.8	-11.0	0.944
COc1ccc(CCNCC(=O)Nc2c(C)cc(C)cc2C)cc1OC	-26.3	12.6	-1.6	-1.2	0.961	16.8	3.9	-5.7	1.26
COc1cc(NC(=O)C/C(C)=N/NC(=O)C(=O)NCCO)c(OC)cc1Cl	0.1	5.6	-8.7	-16.0	0.997	11.2	0.3	11.8	0.999
CS(=O)(=O)N(CC(=O)N1CCN(c2ccccc2)CC1)c1ccc(Cl)c(C(F)(F)F)c1	-3.1	2.3	-3.3	9.8	0.985	7.2	1.5	19.0	1.03
Cc1ccc(N2C(=O)[C@@H]3C(c4cccnc4)=NO[C@@H]3C2=O)c(C)c1	-2.3	0.0	-3.0	-9.5	0.906	21.4	9.4	-4.2	1.02
Cc1cccc(-c2nc(CS(=O)CC(=O)NCC3CCCO3)c(C)o2)c1 (stereo not given)	5.3	-9.2	-12.0	-3.3	0.929	13.7	7.1	-3.7	0.947
Nc1ccc2nc3n(c(=O)c2c1)CCC3	-14.5	1.9	12.0	12.5	1.09	20.1	-9.3	18.4	1.15
O=C(/C=C/c1ccccc1)N/C(=C/c1ccccc1)C(=O)N1CCCCC1	-50.8	13.4	-6.0	0.1	0.972	15.9	2.8	26.4	1.51
O=C(NCc1ccc2c(c1)OCO2)c1cccs1	-5.3	0.8	11.3	-8.1	0.996	18.5	0.4	-4.3	1.05

The results go on:
SMILES	hIAP inh	TIM10 inh	ATG4B inhibitor	Apaf1 inhib	mIAP activ	NLRP3 yeast inh	mIAP block	tim10-1 inh	hIAP activ
Cc1ncc(CO)c2cc(C(=O)Nc3cccc(F)c3)c(=Nc3cccc(C(N)=O)c3)oc12	4.0	2.9	-5.0	7.6	0.977	0.7	2.3	26.0	0.96
CCCOc1ccc(N2C(=O)CC(NCCCN3CCC(C(N)=O)CC3)C2=O)cc1 (stereo not given)	4.9	13.8	2.6	11.4	0.952	-10.1	4.8	30.3	0.951
CC(C)NC(=O)Cn1nnc(-c2cccc(NC(=O)c3ccccc3F)c2)n1	-15.0	-6.8	-11.3	-3.0	0.994	7.9	0.6	2.2	1.15
Cc1ccc(O)c(NC(=O)C2CCCCC2)c1	-1.7	-25.1	7.7	-4.3	1.08	5.4	-7.6	-15.1	1.02
CC(=O)Nc1ccc(NC(=O)C(C)OC(=O)C2CCN(S(=O)(=O)c3ccccc3C(F)(F)F)CC2)cc1 (stereo not given)	-2.7	-2.4	-0.8	-0.3	1.07	13.4	-6.6	1.9	1.03
CCCC(=O)N(CCc1ccccc1)Cc1nc2ccccc2c(=O)[nH]1	11.9	7.9	-8.0	20.0	1.17	0.1	-16.7	28.0	0.881
CN1C(=O)c2cccc3c(S(=O)(=O)Nc4ccc(O)c(C(=O)O)c4)ccc1c23	5.7	1.3	-5.9	-0.4	1.07	12.6	-6.9	-5.1	0.943
c1ccc(N2CCN(Cc3cn4ccccc4n3)CC2)cc1	-1.9	-3.3	1.8	-0.2	1.08	11.0	-7.7	-17.8	1.02
COc1ccc(N2CCN(C3CCCN(C(=O)CN4CCCC4=O)C3)CC2)cc1 (stereo not given)	-20.7	1.2	-2.4	-2.3	0.968	14.1	3.2	6.4	1.21
COc1ccc(-n2c(C)cc(C(=O)Cn3c(NCCO)nc4ccccc43)c2C)cc1	-9.1	12.0	-13.3	17.7	1.05	19.1	-5.0	-7.2	1.09
CN(CCOc1ccccc1)C(=O)c1cc([N+](=O)[O-])cc([N+](=O)[O-])c1	12.0	-1.0	12.7	-0.9	1.07	16.6	-7.5	1.4	0.88
C(=N\c1nc2ccccc2n1Cc1ccccc1)/c1cccs1	-20.2	22.9	2.6	-16.6	0.942	6.5	5.8	22.2	1.2
CCN=C1SC(CC(=O)NC(N)=O)C(=O)N1CC (stereo not given)	-4.5	-12.7	-3.2	-4.3	1.03	15.4	-3.3	3.0	1.04
Cc1cc(NS(=O)(=O)c2ccc(CC(C)C)cc2)no1	-11.5	-0.6	-1.2	-12.3	1.04	-8.3	-3.7	8.9	1.11
O=C(NCCc1c[nH]c2ccccc12)c1ccc2c(c1)OCO2	-0.4	10.8	-16.5	7.1	1.04	9.0	-4.2	-30.4	1
COc1ccccc1NS(=O)(=O)c1cc(N)ccc1N1CCCC1	2.5	12.1	-6.5	22.8	0.806	5.7	19.4	9.7	0.975
N=c1n(CCCOc2ccccc2Cl)c2ccccc2n1CC(N)=O	-15.7	-23.8	7.1	-9.6	1.05	4.8	-4.9	-13.1	1.16
N#Cc1ccc(C23CC4(C2)[C@H](CN(P(=O)(c2ccccc2)c2ccccc2)[C@@H]4c2ccccc2)C3c2ccc(Cl)nc2)cc1 (stereo not given in full)	1.2	14.4	-13.3	12.0	1.16	20.5	-15.7	13.3	0.988
CCOC(=O)C1CCCN(C(=O)/C=C/c2ccc([N+](=O)[O-])cc2)C1 (stereo not given)	13.0	11.0	-3.0	2.2	0.958	12.6	4.2	16.9	0.87
